WT yeast gro inh = growth inhibition of WT yeast, mitochondrial fusion screen; mitochondrial fusion phenotypic screen, WT strain; actives 2.1% (n = 190,000); AID 1362; inhibition, % at 10 µM; in the data active = inhibition above about 58%; tested in S. cerevisiae
Dynein cargo inh = blocks dynein driven cargo transport along microtubules; actives 0.47% (n = 220,000); z-score, hits read low; 3617.4 mouse cells, GR-EGFP nuclear translocation imaging; test concentration mostly 20 µM; stimulated with dexamethasone, 1 µM; stronger effect = lower value;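 active = plate z-score of nuclear minus cytoplasmic receptor signal below a set negative limit, without overly bright fluorescence or cell loss, cut at about -3.5 in these data, passing the limit was not always enough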;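 note: z-score of nuclear minus cytoplasmic ring GR-EGFP intensity difference per well; some compounds called inactive have numbers as strong as hits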
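Buffer or medium: tet-free, stripped-serum medium; Also added: dexamethasone, 1.0 µM final; Technique: high-content fluorescence imaging after fixation; Times: 48 h induction, 1 h compound, 30 min dex at 37 °C; Read-out: per-cell GR-EGFP intensity, nucleus versus surrounding cytoplasmic ring, well-averaged.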
MT stabilize HCS = microtubule stabilizers in HeLa cells. HeLa tubulin immunostaining HCS, 24 h; share of cells brighter than vehicle mean+2SD. % tubulin-high responders, % at 10 µM. actives 0.83% (n = 200,000). AID 2205;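 active = plate Z-score above 3 for both tubulin-high and condensed-nucleus cell shares, with cell loss under 80%, at 10 µM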;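 note: anti alpha tubulin signal scored within the nucleus-defined area of each cell; some results filed as inactive read as strong as hits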
Insulin prom up = MIN6 insulin promoter up-regulation | MIN6 insulin promoter-GFP reporter, high-content imaging; stronger effect = higher value | actives 0.3% (n = 190,000) | z-score at 5 µM | AID 1625;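 active = z-score above 3 at 5 µM with at least 500 cells counted in the well; inconclusive = wells under 500 cells, flagged as cytotoxic or low count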
b-catenin transl = beta-catenin nuclear translocation modulation; HeLa beta-catenin nuclear translocation, immunofluorescence imaging; nuclear translocation activity, % at 5 µM; actives 0.3% (n = 190,000);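 active = nuclear translocation activity above 50% at 5 µM, with a well cell count of 50 or more; inconclusive = wells under 50 cells across six images, flagged as toxic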;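 note: per-cell ratio of nuclear to cytoplasmic median beta-catenin stain intensity; plate controls were DMSO negative control for no effect and GSK-3 inhibitor IX positive control for full effect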
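assay system = human HeLa cells, endogenous beta-catenin | times = compound treatment 24 h, 37°C, 5% CO2 | detection = Anti-beta-catenin immunofluorescence on PFA-fixed, Triton-permeabilized cells, DAPI nuclei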
human PMI inhibitors = MPI inhibition at elevated mannose 6-phosphate – biochemical, fluorescence intensity, high mannose 6-phosphate, primary screen (AID 1220). recombinant PMI enzyme, coupled fluorescence intensity; higher % means a stronger effect. one-dose inhibition, % at 20 µM; IC50 in µM for titrated hits. actives 0.66% (n = 190,000)
human PMI inhibition = MPI enzyme activity inhibition – biochemical, fluorescence intensity, coupled assay, primary screen (AID 1209); actives 0.42% (n = 190,000); inhibition, % at 20 µM; hits with a dose series show IC50 in µM; purified PMI enzyme, coupled fluorescence intensity; higher % means a stronger effect;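 note: plate controls were DMSO vehicle for no effect and wells lacking substrate for full effect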
Autophagy HCS = alters autophagy in cells. MEF GFP-LC3 puncta imaging; test concentration mostly 10 µM. calls only at 10 µM (by protocol). actives 0.98% (n = 190,000);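 active = percentage of spot-positive cells more than 3 SD above its plate mean, without a fluorescence outlier flag or 80% toxicity; inconclusive = no clear call, values can overlap the other calls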;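 note: spot-positive cell cutoff set from DMSO-treated cells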
Yfh1-depleted yeast = enhancers of respiration in Yfh1-depleted yeast, dose response, Friedreich's ataxia, plus single-dose screen (AID 1465); S. cerevisiae Yfh1-off respiration, WST-1 reduction, 72 h; higher fold induction means a stronger effect; fold induction at 50 µM; hits with a dose series show EC50 in µM; actives 0.074% (n = 220,000);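 active = fold induction of absorbance versus untreated yeast above a set limit, then at least 30% activation at any dose in follow-up; inconclusive = repeats straddling the limit, or above it without dose testing; inactive = fold induction below the set limit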;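 note: activators that raise dye reduction in frataxin-depleted yeast; strong numbers were not always called active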
WT yeast gro inh mutant strain = further read-out of WT yeast gro inh, marked with its call; inhibition, %; mitochondrial fusion phenotypic screen, mutant strain inhibition
Dynein cargo inh cytoplasmic EGFP = second read-out of Dynein cargo inh, no call of its own (marks repeat the call); z-score; measured here: cytoplasmic GR-EGFP intensity; stronger effect = higher value
Dynein cargo inh nuclear GR-EGFP = recorded beside Dynein cargo inh, whose call it bears; z-score; measured here: nuclear GR-EGFP intensity;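 lower value marks the stronger effect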
Dynein cargo inh cell count = recorded beside Dynein cargo inh, whose call it bears; z-score; measured here: cell count per field
Insulin prom up cell count = recorded beside Insulin prom up, whose call it bears; cell count; measured here: cytotoxicity, nuclei count;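 total cells summed across four imaged fields per well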
b-catenin transl cell count 5 µM = recorded beside b-catenin transl, whose call it bears; cell count; measured here: cell count, cytotoxicity flag
MT stabilize HCS Hoechst-high % = recorded beside MT stabilize HCS, whose call it bears; % Hoechst-high responders; measured here: nuclear condensation Hoechst responders;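 share of cells brighter than vehicle mean plus two SD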
MT stabilize HCS cytotoxicity % = further read-out of MT stabilize HCS, marked with its call; toxicity, %; measured here: cytotoxicity by cell density;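 0% = mean cell density of plate MIN control wells and 100% = no cells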
Autophagy HCS cell loss 18 h = further read-out of Autophagy HCS, marked with its call; toxicity, %; measured here: cell loss, nuclei count;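 cell loss after 18 h compound exposure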
An asterisk follows results filed as active; i = inactive; ? = inconclusive; / = no result given; + = active, no number. Cut-off read from the data, not from the text of the source, unless noted: active = inhibition above about 50%; inactive = the rest. Outcome played no part in choosing rows. Share with any hit: about 5%.

SMILES	WT yeast gro inh	WT yeast gro inh mutant strain	Dynein cargo inh	Dynein cargo inh cytoplasmic EGFP	Dynein cargo inh nuclear GR-EGFP	Dynein cargo inh cell count	MT stabilize HCS	MT stabilize HCS Hoechst-high %	MT stabilize HCS cytotoxicity %	Insulin prom up	Insulin prom up cell count	b-catenin transl	b-catenin transl cell count 5 µM	human PMI inhibitors	human PMI inhibition	Autophagy HCS	Autophagy HCS cell loss 18 h	Yfh1-depleted yeast
O=C(c1ccc(Cl)c(S(=O)(=O)N2CCCC2)c1)N1CCN(c2ccccn2)CC1	15	20	-0.88	-0.2	-0.31	1.5	2.3	1.1	6.0	0.44	910	0.9	1087	-4%	1%	i	-7	i
Cc1cccc(C)c1NC1=NC(=S)N(c2ccc(C(=O)O)cc2)C12CCCCC2	-18	-21	-0.79	-0.34	-0.85	1.4	3.2	2.0	5.5	0.51	1102	-3.9	1109	7%	6%	i	-12	i
CCOc1ccccc1NC(=O)COC(=O)CSc1ccc(Cl)cc1	12	5	-0.2	-0.24	-0.43	0.044	1.0	1.7	3.2	0.04	1263	/	/	11%	11%	i	2	i
COc1ccc(/C=N/NC(=O)Cn2cnc3c2c(=O)n(C)c(=O)n3C)c(OC)c1OC	/	/	0.7	-0.21	0.3	-0.62	/	/	/	-0.4	1084	-0.2	1331	/	/	/	/	i
COc1ccccc1N(CC(=O)NCCC1=CCCCC1)S(=O)(=O)c1ccccc1	40	3	-0.47	-0.26	-0.13	0.31	1.9	2.0	8.5	-1	1359	1.3	1487	2%	4%	i	18	i
CS(=O)(=O)c1ccc2nc(NC(=O)c3cc(-c4ccccc4)nn3-c3ccccc3)sc2c1	-9	1	-0.72	-0.1	-0.54	0.48	7.7	2.3	1.6	-1.1	1183	-0.5	979	17%	15%	i	-11	i
COc1ccc(-c2nc3cc(NC(=S)NC(=O)Cc4ccccc4)ccc3o2)cc1	22	11	0.78	-0.2	0.47	-1.6	3.7	3.3	4.1	0.92	1407	-0.3	1014	13%	24%	i	-9	i
COc1ccc([N+](=O)[O-])cc1NC(=O)C(C)N(C)Cc1cccc(OC)c1OC (stereo unspecified)	9	-6	-1	-0.25	-0.61	1.7	3.2	3.3	16	-1.1	1332	1.2	1080	6%	17%	i	0	i
CC(=O)Nc1c(Cl)cc([N+](=O)[O-])c2ccccc12	-23	-10	-0.23	-0.27	-0.36	0.76	2.7	3.3	5.6	0.04	1287	-0.2	531	17%	0%	i	-3	i
N#C/C=C(/c1ccc(F)cc1)N1CCOCC1	21	3	-0.22	-0.34	-0.14	0.1	2.1	1.9	3.8	-0.18	1286	-4.2	1167	5%	19%	i	-3	i
CC(=O)Nc1nn(C)c2nc3cc(C)ccc3cc12	-3	17	0.69	-0.22	0.58	-0.15	2.9	2.6	9.3	-0.1	957	-0.4	1176	7%	2%	i	-5	i
S=C(Nc1ccc(Cl)c(Cl)c1)NC1CCN(Cc2ccccc2)CC1	74*	73*	/	/	/	/	1.9	1.1	8.3	?	/	-1.1	1191	12%	6%	+	-1.8*	i
CCOc1ccc(NC(=O)CN(C)c2nnnn2-c2ccccc2)cc1OCC	-18	-9	-1.2	-0.014	-0.46	-0.42	3.4	1.9	3.6	0.26	1010	0.4	767	1%	-5%	i	6	i
CCOP(=O)(OCC)C(Nc1cccc(C(F)(F)F)c1)c1ccc(C)cc1 (stereo unspecified)	30	9	-1.2	-0.27	-0.42	1.3	2.7	2.7	7.6	0.23	1475	-0.7	1037	18%	27%	i	-10	i
CC1=CC(C)C(/C=N/n2cnnc2)C(C)C1 (stereo unspecified)	0	0	-0.13	-0.22	0.026	0.26	4.5	2.4	13	/	/	-2.8	1203	22%	1%	i	-6	i
O=[N+]([O-])c1ccc2c(c1)nc1n2CCN(c2ccccc2)C1	/	/	-0.89	-0.46	-0.28	0.52	/	/	/	0.41	1072	-0.7	1323	/	/	/	/	i
COC(=O)CSc1nnc(SCc2ccc(OC)cc2)s1	-13	5	1.8	-0.26	1.8	-1.4	5.3	1.6	49	/	/	1.0	549	-3%	-10%	i	0	/
COc1ccc(S(=O)(=O)N2CCC(C(=O)NCc3ccco3)CC2)cc1	4	12	-0.22	-0.25	-0.3	1.2	3.7	2.5	4.4	-0.01	1258	/	/	0%	2%	i	-1	i
Nc1cc(=O)[nH]c(=O)n1Cc1ccco1	14	15	-0.74	-0.25	-0.34	1.1	3.9	2.0	5.4	0.27	1203	-0.8	929	3%	1%	i	7	i
O=C(CSc1nnnn1CCCO)Nc1ccc2c(c1)OCO2	-5	3	-0.96	-0.32	0.16	0.57	3.4	2.0	7.5	-0.03	1046	-0.7	1092	-12%	-8%	i	-4	i
Cc1ccc2nc(-c3ccccc3)cn2c1	44	52	-0.31	-0.33	-0.06	-0.08	4.5	3.8	6.5	1	1535	-2.9	1319	1%	-3%	i	23	i
COC(=O)/C(N=Nc1c(C)n(C)n(-c2ccccc2)c1=O)=C(\C)O	-29	14	0.41	-0.25	0.32	0.062	3.6	1.6	13	0.06	1492	2.7	1087	6%	10%	i	-5	i
C(=N\N=C\c1ccccc1)/c1ccccc1	-16	14	0.82	-0.35	0.65	-0.17	3.7	3.3	4.1	1.9	1164	-1.8	1090	-1%	-4%	i	9	i
O=C(O)CCNS(=O)(=O)c1ccc(Oc2ccccc2Cl)cc1	-2	-1	0.26	-0.22	0.46	0.72	2.3	0.9	9.9	-0.93	904	-3.0	1119	-5%	3%	i	-22	i
Cc1ccccc1OCC(=O)NNC(=O)CN1C(=O)c2ccccc2C1=O	1	1	0.053	-0.18	0.51	-0.42	6.9	1.9	4.3	0.18	1519	-0.1	1086	-2%	5%	i	1	i
Cn1cccc1/C=N/N1CCN(Cc2ccccc2Cl)CC1	/	/	-0.56	0.29	-0.22	0.12	/	/	/	-0.24	1024	0.6	1355	/	/	/	/	i
COc1ccccc1N(CC(=O)Nc1c(C)n(C)n(-c2ccccc2)c1=O)S(=O)(=O)c1ccc(C)cc1	9	0	-0.59	-0.24	-0.23	0.72	4.3	2.2	8.3	-0.71	1278	1.3	1143	-9%	-3%	i	1	i
O=C(N/C(=C\c1ccccc1)C(=O)N1CCCCCC1)c1ccccc1	-6	-10	-0.89	-0.31	-0.17	1.1	3.5	1.8	5.1	-0.02	1408	0.2	972	0%	-3%	i	24	i
C=C1N(c2ccc(Cl)cc2)C(=O)OC1(C)C	-28	-11	0.26	-0.24	-0.55	-0.34	2.4	2.3	7.3	/	/	/	/	7%	6%	i	8	i
Cc1nc2nc[nH]n2c(=O)c1CCC(C)C	5	26	-0.32	-0.27	0.28	-0.69	4.3	2.5	3.7	0.25	1023	1.0	1134	-2%	19%	i	-7	i
Cn1c(SCC(=O)NNC(=S)Nc2ccccc2)nnc1-c1ccccc1	/	/	0.3	-0.15	1.2	-0.44	/	/	/	-0.34	1087	-0.2	1318	/	/	/	/	i
Cn1cc(Br)c(C(=O)NNC(=O)Nc2ccccc2C(F)(F)F)n1	-6	-1	-1.1	-0.39	-0.46	1	6.1	0.3	8.7	0.27	1543	0.3	1480	7%	11%	i	-2	i

Six of the compounds above, bar-delimited:
Compound | WT yeast gro inh | WT yeast gro inh mutant strain | Dynein cargo inh | Dynein cargo inh cytoplasmic EGFP | Dynein cargo inh nuclear GR-EGFP | Dynein cargo inh cell count | MT stabilize HCS | MT stabilize HCS Hoechst-high % | MT stabilize HCS cytotoxicity % | Insulin prom up | Insulin prom up cell count | b-catenin transl | b-catenin transl cell count 5 µM | human PMI inhibitors | human PMI inhibition | Autophagy HCS | Autophagy HCS cell loss 18 h | Yfh1-depleted yeast
COC(=O)CSc1nnc(SCc2ccc(OC)cc2)s1 | -13 | 5 | 1.8 | -0.26 | 1.8 | -1.4 | 5.3 | 1.6 | 49 | / | / | 1.0 | 549 | -3% | -10% | i | 0 | /
COc1ccc(S(=O)(=O)N2CCC(C(=O)NCc3ccco3)CC2)cc1 | 4 | 12 | -0.22 | -0.25 | -0.3 | 1.2 | 3.7 | 2.5 | 4.4 | -0.01 | 1258 | / | / | 0% | 2% | i | -1 | i
Nc1cc(=O)[nH]c(=O)n1Cc1ccco1 | 14 | 15 | -0.74 | -0.25 | -0.34 | 1.1 | 3.9 | 2.0 | 5.4 | 0.27 | 1203 | -0.8 | 929 | 3% | 1% | i | 7 | i
O=C(CSc1nnnn1CCCO)Nc1ccc2c(c1)OCO2 | -5 | 3 | -0.96 | -0.32 | 0.16 | 0.57 | 3.4 | 2.0 | 7.5 | -0.03 | 1046 | -0.7 | 1092 | -12% | -8% | i | -4 | i
Cc1ccc2nc(-c3ccccc3)cn2c1 | 44 | 52 | -0.31 | -0.33 | -0.06 | -0.08 | 4.5 | 3.8 | 6.5 | 1 | 1535 | -2.9 | 1319 | 1% | -3% | i | 23 | i
COC(=O)/C(N=Nc1c(C)n(C)n(-c2ccccc2)c1=O)=C(\C)O | -29 | 14 | 0.41 | -0.25 | 0.32 | 0.062 | 3.6 | 1.6 | 13 | 0.06 | 1492 | 2.7 | 1087 | 6% | 10% | i | -5 | i

From PubChem
